sdo1 growth: growth rescue of sdo1-depleted yeast, primary screen, S. cerevisiae, bone marrow failure model; S. cerevisiae sdo1-depleted JHY4D growth rescue, OD600 30 h; stronger effect = higher value; pdr5 snq2 efflux-pump mutant strain; 0.21% of 140,000 active; AID 817, 2007; z-score at 10 µM;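 active = z-score above 3 at both the 24 hr and the 30 hr optical density reads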;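 note: z-score against mean and SD of all compound wells on the same plate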
Insulin prom inh: inhibitors of insulin promoter-driven GFP, primary screen, imaging, TRM-6 cells (human fetal islet line), eGFP reporter, cell count. reporter expression induced with tamoxifen. 0.9% of 130,000 active. AID 1273, 2008. inhibition, % at 2 µM;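 active = inhibition above the mean plus 3 SD, with well images judged a real hit on visual review, cut at about 60% in these data, passing the limit was not always enough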
sdo1 growth Rescue 24 h: further read-out of sdo1 growth, marked with its call; z-score; S. cerevisiae sdo1-depleted JHY4D growth rescue, OD600; measured here: growth rescue at 24 h;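 0 is the plate mean of compound wells and units are plate SD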
* marks the source's active call; other numbers are inactive results; · = no result given.

sdo1 growth Rescue 24 h	Insulin prom inh	sdo1 growth	Compound
2.63	16.1	2.28	COc1cccc(C(=O)NCc2ccc(N3CCN(C(=O)OC(C)(C)C)CC3)cc2)c1
0.76	-6.7	0.82	O=C(CSc1nnc(CNc2ccc(F)cc2)n1CC1CCCO1)Nc1ccccc1 (stereo unspecified)
0.22	43.8	-1.22	COc1ccccc1/C=C/C=C1N=C(/C=C/c2ccc(Cl)cc2)OC/1=O
-0.37	·	0.24	CCOC1(OCC)N=C(N)C2(C#N)C(c3ccc(NC(C)=O)cc3)C12C#N (stereo unspecified)
·	-11.1	·	Cc1cccc(NC(=O)c2cc(=O)n(Cc3ccccc3)c(=O)[nH]2)c1
1.09	-66.7	1.3	CC(C)(C)c1[nH]c2ccccc2c1/C=N/O
-0.52	-24.3	0.15	CC(NC(=O)c1ccc(S(=O)(=O)N(C)C)cc1)c1ccccc1 (stereo unspecified)
·	-83.3	·	O=C(c1cc(=O)c2ccccc2o1)N1CCN(c2ccccc2)CC1
0.09	·	-0.4	CCn1c(O)c(/C=N/n2cnnc2)sc1=S
0.04	14.3	0.19	O=C1c2cccnc2C(O)N1Cc1cccs1 (stereo unspecified)
0.08	24.1	-1.36	Oc1ccc(Br)cc1/C=N/N1CCN(Cc2ccccc2)CC1
0.02	·	0.47	Cc1cc2c(c(C)nn2-c2ccccc2)c(=O)o1
-1.45	20.0	-0.22	N#CC1(C#N)C(c2ccccc2)OC23CCCCC2C1(C#N)C(=N)O3 (stereo unspecified)
-0.06	-18.8	-0.04	Cc1cc(Oc2ccc(C(C)(C)C)cc2)nc(N2CCOCC2)n1
0.07	-58.6	0.94	O=C(NCCO)c1ccccc1O
·	-7.1	·	Cc1nc(N2CCCCC2)c2c(-c3cccs3)csc2n1
-0.91	·	-0.56	Cc1ccc(-c2csc3nnc(SCC(=O)Nc4cccc(C)n4)n23)cc1
-0.06	-29.7	0.57	CCOC(=O)N1CCN(C(=O)NC2CCCCC2)CC1
·	29.7	·	COc1ccc(-c2nn3c(-c4cccc(C)c4)nnc3s2)cc1OC
-1.32	29.6	-0.77	Cc1cccc(-n2nc3c([n+]2[O-])CCc2nonc2-3)c1C
-0.36	15.4	-0.59	CC(/C=N\N1CCN(c2ccc(Cl)cc2)CC1)=C\c1ccccc1
·	-50.0	·	COc1ccc(CN(CC(=O)NC2CCCC2)C(=O)c2ccc(-c3ccccc3)[nH]2)cc1
0.2	-59.1	-1.22	Cc1cc(NC(=O)c2ccc3nc(-c4ccccc4)c(-c4ccccc4)nc3c2)no1
1.63	-6.9	0.66	COc1ccc(-c2csc(N3CCC(c4ccccc4)C3)n2)cc1 (stereo unspecified)
0.35	-33.3	0.74	Cc1nc(N2CCOCC2)nc(N2CCCC2)c1[N+](=O)[O-]
0.15	-8.3	0.44	O=C(CN(Cc1ccco1)C(=O)c1cc(=O)[nH]c2ccccc12)Nc1ccccc1Br
0.22	·	1.05	CCN(CC)S(=O)(=O)c1ccc2[nH]cc(C(=O)NCCN3CCCCCC3)c(=O)c2c1
0.03	-33.3	1.38	Cc1noc(C)c1C(=O)N1CCN(Cc2ccccc2)CC1
-0.32	20.7	-1.11	COc1ccc(-c2cc(C(=O)Nc3nc4c(C)cccc4s3)c3ccccc3n2)cc1OC
·	-55.0	·	C/C(Cn1nnc2ccccc21)=N\OC(=O)c1cc(F)c(F)cc1Cl
-0.96	9.1	-0.8	CCOC(=O)C(C)Sc1ncnc2c1nnn2-c1ccc(F)cc1 (stereo unspecified)
-0.5	28.6	-0.02	Cc1cc(C(=O)COC(=O)Cn2cnc3c2c(=O)n(C)c(=O)n3C)c(C)n1C
·	-55.6	·	CC(=O)Nc1ccc2sccc2c1
0.06	-73.3	0.11	COC(=O)c1c(N2C(=O)[C@H]3[C@@H](C2=O)[C@]2(C(=O)Nc4c(C)cccc42)N2CCC[C@@H]32)sc(C)c1C
1.56	36.4	1.34	O=C(O)CP(=O)(O)O
0.36	-38.9	0.51	O=C(Cc1ccc(Cl)cc1)Nc1ccccc1CO
-0.13	28.0	0.27	O=C(CCCn1c(=S)[nH]c2ccccc2c1=O)N1CCCCC1
-0.44	8.6	-0.36	CCOC(=O)N1CCN(CCC(=O)Nc2ccc(OC(F)(F)F)cc2)CC1
-1.88	-13.6	-0.11	O=C(Cc1ncc(C(F)(F)F)cc1Cl)N1CCN(c2ccc(F)cc2)CC1
-0.78	22.2	-0.12	CC(=O)c1cc2c(cc1NC(=O)CSc1nnc(C)s1)OCO2

Shown tab-delimited: two of the compounds above.
Molecule	sdo1 growth Rescue 24 h	Insulin prom inh	sdo1 growth
Cc1nc(N2CCCCC2)c2c(-c3cccs3)csc2n1	·	-7.1	·
Cc1ccc(-c2csc3nnc(SCC(=O)Nc4cccc(C)n4)n23)cc1	-0.91	·	-0.56

Going on with the list.
sdo1 growth Rescue 24 h	Insulin prom inh	sdo1 growth	Compound
-1.55	7.7	-1.95	Fc1ccc(-c2nc3nc4ccccc4nc3n2Cc2ccco2)cc1
-0.2	-276.2	0.01	c1ccc2c(CCNc3ncnc4nc[nH]c34)cccc2c1
-1.04	-20.7	-1.94	COc1ccc(C2CC(c3ccccc3)=NN2C(=O)c2cccs2)cc1 (stereo unspecified)
-0.59	·	0.49	O=C(CNC(=O)Cc1ccccc1)NCC(=O)OCC(=O)c1ccc(Cl)cc1
·	-42.9	·	Cc1ccc2nsnc2c1NC(=O)Cc1ccc(Cl)cc1
0.26	·	0.59	CCNC(=O)C1CCN(S(=O)(=O)c2ccc(F)cc2)CC1
-0.5	-18.2	-1.33	CSc1nc2ccccc2cc1/C=C(\C#N)c1cccc(Cl)c1
-1.14	·	-0.71	CCCCN(C)C(=O)c1ccc(CS(=O)(=O)c2ccccc2C)o1
2.5	-4.8	-0.07	O=C(O[C@@H]1OC2COC(=O)c3cc(O)c(O)c(O)c3-c3c(cc(O)c(O)c3O)C(=O)O[C@@H]([C@H]1O)[C@@H]2O)c1cc(O)c(O)c(O)c1
-1.02	-33.3	-0.83	O=C(CCCCCN1C(=O)c2ccccc2C1=O)Nc1ccc(S(=O)(=O)N2CCCCC2)cc1
0.68	-64.3	0.37	CCOC(=O)c1c(-c2ccccc2)oc2ccc(O)c(CN3CCN(C)CC3)c12
-1.24	-43.9	-2.14	CCOC(=O)C1CCN(CC(O)COc2ccc(C(C)(C)CC)cc2)CC1 (stereo unspecified)
-0.17	27.8	0.44	O=C(COc1ccc(Cl)cc1Cl)NN=C1CCCCC1
·	-5.3	·	O=C(NNc1nc2cc3c(cc2s1)OCCO3)c1ccccc1
0.61	·	0.64	CN1C(=O)[C@@H]2[C@@H]3C[C@@H]([C@H]4ON=C(c5ccc(Cl)cc5Cl)[C@@H]34)[C@@H]2C1=O
·	14.3	·	COc1cc2[nH]c(=O)n(CCC(=O)NCCCN3CCN(c4ccccc4F)CC3)c(=O)c2cc1OC
-1.27	13.0	-0.4	CC1=C(C)CC2C(=O)N(Cc3ccccc3)C(=O)C2C1 (stereo unspecified)
-1.09	-38.9	-0.49	CCC(=O)Nc1nc2ccccc2n1Cc1ccc(C)cc1
-0.14	-5.6	0.61	COC(=O)Nc1ccc2c(c1)N(C(=O)CCN1CCN3CCCC3C1)c1ccccc1CC2 (stereo unspecified)
-0.23	-57.1	-0.02	CCOc1ccc(C(=O)Nc2nncs2)cc1OCC
2.28	·	1.21	CC1CCCCN1CCNC(=O)C1CCN(S(=O)(=O)c2cccc3cccnc23)CC1 (stereo unspecified)
1.51	·	1.74	COc1cc(/C=C(\C#N)C(=O)Nc2cccnc2)ccc1OC(C)C
-1.18	·	-0.88	Cc1ccc(C(=O)NC(=S)/C=C2\N(C)c3ccccc3C2(C)C)cc1
-1.73	28.6	-0.94	O=C(CN1CCOCC1)Nc1ccccc1Sc1ccccc1
1.07	·	-0.13	COC(=O)c1c(NC(=O)c2ccc(C)c(S(=O)(=O)Nc3ccccc3C)c2)sc2c1CCCC2
·	0.0	·	COc1ccc(CNC(=O)C/C(C)=N/NC(=O)C23CC4CC(CC(C4)C2)C3)cc1
-0.71	·	-0.58	Cn1c(=O)oc2cc(S(=O)(=O)N3CCc4ccccc4C3)ccc21
-1.1	-2.9	-1.05	O=C(c1cn(-c2ccccc2)nc1-c1cccs1)N1CCN(c2ccc(F)cc2)CC1
-0.07	12.9	0.34	Cc1ccccc1NC(=O)NCCCN1CCN(c2ccccc2)CC1
0.53	63.6	0.32	CCCSC1=C(C#N)C(c2ccccc2C)CC(=O)N1 (stereo unspecified)
1.35	-83.3	1.91	O=[N+]([O-])c1ccc2c(c1)OCCOCCOCCOCCOCCOCCO2
-0.55	·	-0.39	O=C(CN1C(=O)C2C3CCC(C3)C2C1=O)Oc1ccc2ccccc2c1 (stereo unspecified)
1.61	-16.2	0.52	COc1cc(OC)nc(Oc2ccccc2C(=O)Oc2ccc(F)cc2Cl)n1
0.47	-14.3	0.03	Cc1ccc(NC(=O)CNc2ccc(OC(C)C)cc2)cc1
0.23	-25.0	-0.87	COc1ccc(NC(=O)c2ccccc2C)c(OC)c1
-0.58	36.4	-0.29	CC(C)OC(=O)CSc1ncnc2c1cnn2Cc1ccccc1
-0.38	-35.7	-0.06	Cc1cccc(-c2noc(CCCC(=O)N3CCOCC3)n2)c1
-0.75	·	0.22	CC(C)(C)n1nc2c(c1NC(=O)Cc1cccs1)CSC2
-0.45	-15.4	-1.41	Cc1cccc(N2CCN(C(=O)/C=C/c3cccs3)CC2)c1C
·	11.1	·	COC(=O)COc1ccc(S(=O)(=O)N2CCN(c3ccccc3)CC2)cc1
·	60.0	·	O=C(O)c1cc(N/N=C/c2ccc(OCc3ccccc3)cc2)ccc1Cl
-1.59	25.0	-1.9	Cc1ccc(S(=O)(=O)/C(C#N)=C/c2c(Oc3ccc(Cl)cc3)nc3c(C)cccn3c2=O)cc1
-1.03	14.3	-0.09	O=C(c1ccc(F)cc1)C1CCN(C(=O)Nc2ccc(F)cc2)CC1
-0.97	39.1	-1.34	S=c1nc(-c2ccc(Br)cc2)oc2c1CCCC2
0.21	18.2	0.94	CCN1CCN(Cc2ccc(NC(=O)Nc3cccs3)cc2)CC1
0.83	-57.1	0.87	Cc1nc(N2CCN(C)CC2)c2sc(=S)n(-c3ccccc3)c2n1
-0.27	30.0	-0.93	Cc1ccc(NC(=O)C(=O)NCCOc2ccc(Cl)cc2)c(C)c1
0.02	-108.8	-0.03	CCOC(=O)C1(C)C=C(Nc2ccc(OC)cc2)C(=O)N1c1ccc(OC)cc1 (stereo unspecified)
0.57	-10.7	-0.18	C=CCC(C#Cc1ccccc1)[N+](C)(C)CC=C (stereo unspecified)
·	27.3	·	Cc1nnc(NC(=O)CSc2ccc3nnc(-c4ccccn4)n3n2)s1
-1.31	-5.3	-1.44	CCOc1ccc(C(=O)Nc2ccc(-c3cc4ccccc4oc3=O)c(C)c2)cc1[N+](=O)[O-]
-0.75	11.1	-0.28	CCOC(=O)N1CCN(S(=O)(=O)c2cc(OCC)ccc2OCC)CC1
0.08	-281.8	-0.34	Fc1ccccc1C(c1nnnn1Cc1ccc2c(c1)OCO2)N1CCN(Cc2ccccc2)CC1 (stereo unspecified)
·	-54.5	·	CCOC(=O)c1sc(N)c(C(=O)Nc2ccccc2OC)c1C
·	-230.0	·	CCN(CC)CCN1C(=O)C(O)=C(C(=O)c2ccc(C)o2)C1c1ccccn1 (stereo unspecified)
0.43	9.1	0.22	Cn1c(=O)c2c(nc(CN3CCN(CCO)CC3)n2Cc2cccc3ccccc23)n(C)c1=O

Five of the entries above in order of the sdo1 growth value, rising.
| structure | sdo1 growth |
| --- | --- |
| CC(/C=N\N1CCN(c2ccc(Cl)cc2)CC1)=C\c1ccccc1 | -0.59 |
| CCOC1(OCC)N=C(N)C2(C#N)C(c3ccc(NC(C)=O)cc3)C12C#N (stereo unspecified) | 0.24 |
| COC(=O)Nc1ccc2c(c1)N(C(=O)CCN1CCN3CCCC3C1)c1ccccc1CC2 (stereo unspecified) | 0.61 |
| CC1CCCCN1CCNC(=O)C1CCN(S(=O)(=O)c2cccc3cccnc23)CC1 (stereo unspecified) | 1.21 |
| Cc1noc(C)c1C(=O)N1CCN(Cc2ccccc2)CC1 | 1.38 |

(continued)
sdo1 growth Rescue 24 h	Insulin prom inh	sdo1 growth	Compound
-0.21	7.4	0.04	CCc1ccc(Nc2nnc(SCC(=O)Nc3sccc3C(N)=O)s2)cc1
-0.14	·	-0.08	O=C(OCc1ccc(Cl)cc1Cl)c1ccncc1
-0.09	·	-0.07	COC(=O)c1ccc(C(=O)OC)c(NC(=S)N2CCN(c3cc(Cl)ccc3C)CC2)c1
·	23.8	·	O=C(Nc1ccccc1N1CCOCC1)c1ccc2nc[nH]c2c1
0.36	·	1.3	COc1ccc(NC(=O)CN(c2cc(C)cc(C)c2)S(=O)(=O)c2c(C)n[nH]c2C)cc1
-0.72	21.4	-0.62	CCN(CC)S(=O)(=O)c1ccc2oc(C(=O)NCCCN3CCOCC3)c(C)c2c1
·	50.0	·	CCOC(=O)N1CCC(NC(=O)c2cc(C(=O)Nc3cccc(C(F)(F)F)c3)ccc2CO)CC1
-1.18	·	-0.73	Cc1onc(-c2ccccc2)c1C(=O)Nc1ccccc1C#N
-0.79	·	-0.84	CCCCNC(=O)CC1N=C2c3ccccc3N=C(SCC(=O)Nc3cccc(C)c3)N2C1=O (stereo unspecified)
-0.68	7.1	0.02	Cc1csc(NC(=O)CSc2nnc(-c3ccc(Cl)cc3)n2N)n1

High-throughput results: PubChem, several laboratories
